Source: PubChem BioAssay (several laboratories)
STEP block = STEP phosphatase inhibitors, primary screen, biochemical, fluorescence intensity, uHTS. Tyrosine-protein phosphatase non-receptor type 5 (Homo sapiens), P54829. recombinant STEP, OMFP fluorogenic substrate. inhibition, % at 20 µM. 0.25% of 360,000 active. AID 588621, 2011;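 active = inhibition at 20 µM, scaled per plate between control wells, above about 37%, limit read from the data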;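 also: 0% = DMSO with enzyme and substrate and 100% = substrate only without enzyme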
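material = STEP tyrosine phosphatase | reagent = fluorogenic phosphatase substrate OMFP at 25 µM final | doses = single compound dose of 20 µM, 1% DMSO final | schedule = 20 min reaction, room temperature, in the dark | measured by = fluorescence, 480/540 nm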
SKN-1 inh = suppressors of acrylamide-induced Pgst-4::GFP reporter in worms, primary screen, SKN-1 inhibitor project, whole organism, uHTS, GFP/RFP fluorescence ratio, strain VP596; C. elegans VP596 Pgst-4::GFP/RFP ratio, 24 h; inhibition, % at 21.8 µM; 0.49% of 360,000 active; AID 624304, 2012;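 active = interference check ratio from 0.5 to 1.5 plus GFP to RFP signal ratio inhibition reaching or exceeding a fixed threshold, cut at about 30% in these data, passing the limit was not always enough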; also: some compounds called inactive have numbers as strong as hits
DNMT1 inh = human DNMT1 methyltransferase inhibitors, primary screen, biochemical, molecular beacon, fluorescence, HinP1I cleavage, uHTS | inhibition (reported as % activation of signal), % at 10 µM | 0.83% of 360,000 active; in the data active = inhibition above about 50%
Target sequence (P26358 504-1616 limits assumed): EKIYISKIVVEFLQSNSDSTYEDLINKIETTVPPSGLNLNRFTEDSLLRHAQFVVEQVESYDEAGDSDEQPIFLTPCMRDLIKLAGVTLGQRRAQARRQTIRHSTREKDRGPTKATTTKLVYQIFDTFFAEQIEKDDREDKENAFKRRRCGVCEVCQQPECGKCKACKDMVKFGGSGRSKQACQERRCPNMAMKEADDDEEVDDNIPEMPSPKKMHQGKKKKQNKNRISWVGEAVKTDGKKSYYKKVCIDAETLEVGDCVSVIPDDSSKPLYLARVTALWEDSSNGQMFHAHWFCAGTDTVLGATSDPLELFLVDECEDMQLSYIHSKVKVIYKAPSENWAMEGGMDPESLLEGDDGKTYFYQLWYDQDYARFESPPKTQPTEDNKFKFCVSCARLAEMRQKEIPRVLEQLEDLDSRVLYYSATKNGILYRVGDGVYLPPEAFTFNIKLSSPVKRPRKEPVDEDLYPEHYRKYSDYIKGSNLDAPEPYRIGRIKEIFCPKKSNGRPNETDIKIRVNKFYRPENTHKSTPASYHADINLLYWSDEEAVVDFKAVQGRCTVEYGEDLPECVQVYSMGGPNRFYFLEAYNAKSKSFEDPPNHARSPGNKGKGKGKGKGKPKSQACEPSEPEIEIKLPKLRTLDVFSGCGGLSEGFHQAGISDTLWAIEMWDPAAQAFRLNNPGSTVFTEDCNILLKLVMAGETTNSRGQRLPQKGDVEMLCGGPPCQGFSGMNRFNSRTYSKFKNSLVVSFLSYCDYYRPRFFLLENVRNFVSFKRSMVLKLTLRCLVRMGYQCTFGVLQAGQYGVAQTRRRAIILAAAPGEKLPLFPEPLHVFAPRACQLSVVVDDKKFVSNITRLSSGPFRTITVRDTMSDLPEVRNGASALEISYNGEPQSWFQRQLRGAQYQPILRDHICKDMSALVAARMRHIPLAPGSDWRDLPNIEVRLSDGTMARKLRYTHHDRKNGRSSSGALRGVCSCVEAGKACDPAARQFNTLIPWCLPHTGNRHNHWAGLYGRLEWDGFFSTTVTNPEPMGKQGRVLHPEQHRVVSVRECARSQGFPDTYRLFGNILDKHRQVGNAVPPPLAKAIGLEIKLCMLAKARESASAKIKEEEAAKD
SUMO1 PPI mod = modulators of SUMO1 protein-protein interactions, primary screen, biochemical, uHTS; AID 602429, 2012; 0.33% of 360,000 active; inhibition, % at 20 µM; Small ubiquitin-related modifier 1 (Homo sapiens), P63165; SUMO1 binding to a labelled peptide, TR-FRET, 1 h; in the data active = inhibition above about 37%
LMPTP block = LMPTP phosphatase inhibitors, primary screen, biochemical, fluorescence intensity, uHTS; Low molecular weight phosphotyrosine protein phosphatase (Homo sapiens), P24666; recombinant LMPTP-A, OMFP fluorogenic substrate; inhibition, % at 20 µM; 0.22% of 360,000 active;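 active = compounds that cut the enzyme signal by at least half of the control window in the single-dose screen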;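 also: plate controls were DMSO wells with enzyme plus substrate for no effect and substrate without enzyme for full effect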
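Test system: LMPTP-A phosphatase enzyme. Amount: LMPTP-A at 0.625 nM final in the reaction. Reagent: OMFP substrate, 400 µM final. Times: 50 min at room temperature. Signal: endpoint fluorescence intensity from OMFP dephosphorylation. Read-out basis: % inhibition. Benchmarks: no-enzyme and uninhibited controls.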
Neddylation inh = inhibitors of cullin neddylation, primary screen, biochemical, TR-FRET, uHTS, NAE and Ubc12. NEDD8-conjugating enzyme Ubc12 (Homo sapiens) + NEDD8-activating enzyme E1 regulatory …. calls only at 25 µM. 0.58% of 360,000 active. AID 651699, 2012; in the data active = inhibition above about 36%
Scp-1 inhibitor = Scp-1 phosphatase inhibitors, primary screen, biochemical, colorimetric, uHTS. inhibition, % at 20 µM. Recombinant Scp1, phosphopeptide, malachite green phosphate absorbance. 0.88% of 340,000 active;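 active = inhibition above about 50% at 20 µM, limit read from the data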;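 also: plate controls were DMSO wells with enzyme for no effect and wells lacking enzyme for full effect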
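System: SCP-1 catalytic domain; Reagent: Phospho 17-mer peptide substrate; Doses: one concentration, 20 µM, with 1.0% DMSO; Incubation: 45 min room-temperature reaction, 5 min colour, 30 min stabiliser; Signal: Phosphate-binding colour reagent, absorbance read at 630 nm.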
NadD block = inhibitors of S. aureus NadD, primary screen, biochemical, colorimetric, uHTS; Nicotinate-nucleotide adenylyltransferase NadD (Staphylococcus aureus N315); purified NadD enzyme, colorimetric absorbance read-out; inhibition, % at 20 µM; 0.78% of 360,000 active; AID 602399, 2012; in the data active = inhibition above about 26%; also: some compounds past the cut are filed as inactive
CendR NRP1 mod = modulators of CendR peptide binding to NRP-1, primary screen, biochemical, fluorescence polarization, uHTS. Neuropilin-1 (Homo sapiens), O14786. FAM-RPARPAR peptide binding to NRP-1. inhibition, % at 25 µM. 0.85% of 360,000 active;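 active = inhibition or corrected inhibition above about 18%, plus a signal ratio from 0.5 to 1.5, limit read from the data, passing the limit was not always enough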; also: strong numbers were not always called active
Tb MetRS inh = T. brucei MetRS inhibitors, primary screen, biochemical, luminescence. purified T. brucei MetRS, ATP depletion, Kinase-Glo luminescence. inhibition, % at 11.9 µM. 0.4% of 360,000 active;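 active = inhibition above a per-plate cutoff of the control wells' mean inhibition plus 3 SD, cut at about 5.5% in these data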;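 also: 0% = DMSO wells median and 100% = median of wells with control inhibitor compound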
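Material: T. brucei methionyl-tRNA synthetase, purified; reagent: substrates ATP, L-methionine and bulk Escherichia coli tRNA; dosing: 11.9 µM single point; timing: 15 min plus 2 h at 25 °C; detection: luminescence of leftover ATP; evaluation: % inhibition; control set: DMSO-only wells as low control; replicates: singlicate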
* = called active by the depositor; i = inactive; nt = not tested or not shown; + = active, no number.

SMILES	STEP block	SKN-1 inh	DNMT1 inh	SUMO1 PPI mod	LMPTP block	Neddylation inh	Scp-1 inhibitor	NadD block	CendR NRP1 mod	Tb MetRS inh
O=C(CCCCCN1C(=O)[C@@H]2Cc3ccccc3CN2C1=O)N[C@@H](Cc1ccc(O)cc1)C(=O)O	-2	-3	1	4	-0.6	i	15	0	7	-0.5
N/C(=N\OC(=O)CCc1ccccc1)c1cccc(Br)c1	2	-4	0	-1	2.8	i	-4	-5	3	-0.7
CCOC(=O)C1CCN(C(=O)CCCn2c(=O)c3cccn3c3cccnc32)CC1	2	2	0	6	-1.3	i	1	1	5	-0.6
COc1ccc(/C=C2\Oc3cc(OCC(N)=O)ccc3C2=O)cc1OC	2	6	-8	-30	0.5	i	-4	-10	-27	-0.6
Cc1ccc(S(=O)(=O)Oc2ccc(/C=N/NC(=O)c3c(Cl)cnn3C)cc2)cc1	-3	-14	-5	-2	1.3	i	-5	-6	7	-1.0
CCCCN(CC)CCNC(=O)c1cc2c(=O)n(C)c3ccccc3c2s1	1	5	7	-16	1.5	nt	-7	-4	-2	-0.3
FC(F)(F)c1cc(CCN2CCNC[C@@H]2c2ccccc2)cc(C(F)(F)F)c1	-1	26	9	-34	-4.9	i	-2	5	0	-0.3
Oc1ccccc1C=NCC(O)c1ccccc1 (stereo unspecified)	-1	5	1	5	-1.6	i	-10	-3	2	0.3
O=C(COC(=O)c1ccccc1Cl)Nc1cccc(S(=O)(=O)N2CCCCC2)c1	-1	4	-2	2	0.8	i	nt	-4	9	-0.3
CCOc1ccc(C(=O)Nc2ccc(S(=O)(=O)N3CCOCC3)cc2)cc1OCC	-1	-3	-5	4	-0.7	i	-7	3	12	-0.3
COc1cc(C(=O)Nc2sc(C)c(C)c2C(=O)O)cc(OC)c1OC	1	3	3	5	0.1	i	0	2	1	-1.1
CN(C)/C=N/c1sc2c(c1C#N)CCC2	2	16	-1	-10	0.3	i	-9	-7	14	-0.3
Cc1ccc(C(CC(=O)O)NC(=O)c2ccc(S(=O)(=O)N3CCCC3)cc2)cc1 (stereo unspecified)	1	20	5	2	1.0	i	-13	-6	-6	-0.3
CCOc1ccc(CCNC(=O)COC(=O)c2cccc(N(C)C)c2)cc1OCC	3	5	-1	-6	0.9	+	0	-2	2	-0.6
COC(=O)C(C)Sc1nnc(Cc2cc(=O)[nH]c(=O)[nH]2)n1-c1cccc(OC)c1 (stereo unspecified)	-1	18	2	-5	-0.6	i	-6	0	6	-0.3
COc1ccc(N2CCN(C(=O)CCCSc3nc4ccccc4[nH]3)CC2)cc1	-1	-10	0	-3	0.3	i	-6	-5	-4	6.6*
CC(C)(C)C(=O)Nc1nc2c(s1)COc1ccccc1-2	2	55	-1	-6	0.2	i	-12	0	1	0.2
Cc1ccc(NC(=O)O/N=C/c2ccc(Br)cc2)cc1	0	10	2	-2	0.3	i	-8	5	0	-0.1
CN(C)Cc1c(O)ccc2occ(C(=O)c3ccccc3)c12	-2	4	-3	4	-0.4	i	-10	-4	-3	0.5
CCn1c(=O)c2c(nc3n2CCS3)n(C)c1=O	2	-12	2	0	-0.1	i	1	1	2	0.1
OCC[C@H]1C[C@@H](O)[C@H](O)[C@]2(Cc3ccccc3CCO2)O1	1	-6	4	5	-2.1	i	-7	-2	-4	0.4
CCCOc1ncnc2c1[nH]c1ccccc12	1	16	-1	5	0.3	nt	-8	-2	-4	0.4
O=C1NC(c2ccccc2)=C(c2ccccc2)C1=O	-2	6	-6	-7	-1.9	i	-3	-1	-4	1.1
COc1cc([C@H]2[C@@H]3CCCC[C@]3(O)CCN2Cc2ccccc2F)ccc1O	-1	-11	-15	4	1.0	i	-2	7	-3	-0.6

2 records picked at random from those above, as already listed:
SMILES	STEP block	SKN-1 inh	DNMT1 inh	SUMO1 PPI mod	LMPTP block	Neddylation inh	Scp-1 inhibitor	NadD block	CendR NRP1 mod	Tb MetRS inh
CCn1c(=O)c2c(nc3n2CCS3)n(C)c1=O	2	-12	2	0	-0.1	i	1	1	2	0.1
CCCOc1ncnc2c1[nH]c1ccccc12	1	16	-1	5	0.3	nt	-8	-2	-4	0.4

Other structures follow:
SMILES	STEP block	SKN-1 inh	DNMT1 inh	SUMO1 PPI mod	LMPTP block	Neddylation inh	Scp-1 inhibitor	NadD block	CendR NRP1 mod	Tb MetRS inh
COC(=O)[C@H](CC(C)C)NS(=O)(=O)c1ccccc1	-3	-6	7	-2	-2.0	i	-6	1	23*	-0.4
CNc1ccc(/C=C(\C#N)C(=O)Nc2ccccn2)cc1[N+](=O)[O-]	-2	14	-2	-36	0.0	i	1	0	-118	-0.7
CC(C)C[C@@H]1NC(=O)N(CCCn2ccnc2)C1=O	-4	0	-1	-1	-5.8	i	5	-3	3	-1.4
O=c1c2c(n3nnnc3n1Cc1ccccc1)-c1ccccc1CC21CCCC1	3	5	1	-7	2.1	nt	-3	3	-6	-0.1
O=C(NNc1ccc(Cl)cc1)c1sccc1Cl	0	10	0	5	-1.9	i	-7	-5	0	1.9
COc1ccc(NC(=O)CN(C)C(=O)CN2C(=O)NC3(CCCC3)C2=O)cc1	-3	7	4	-3	1.0	i	1	-5	12	-0.7
N#Cc1c(C(F)(F)F)cc(-c2cccc(Cl)c2)[nH]c1=O	0	8	2	25	-0.9	nt	2	4	11	-0.1
CC1=C(C(=O)N(C)C)CC(CC(=O)NCCN2CCOCC2)C(=O)N1Cc1ccccc1 (stereo unspecified)	-1	1	3	1	-2.7	i	nt	-2	-1	-1.3
COc1ccc(OC)c(NC(=O)CSc2nnc3ccc(-c4ccccn4)nn23)c1	-3	-2	0	-22	-1.3	i	7	0	-4	-0.7
Cc1oc2c(CN3CCCCC3C)c(O)ccc2c(=O)c1-c1ccc(Br)cc1 (stereo unspecified)	0	14	1	-2	0.8	nt	-4	-2	1	0.1
CC(=O)c1ccccc1OCCCN1CCCCC1	-6	6	-1	0	-0.6	i	-8	-8	6	-0.4
NS(=O)(=O)c1ccc(-n2nncc2-c2ccco2)cc1	6	15	8	0	0.4	i	15	3	8	-0.3
C/C(=N/NC(=O)Cc1cccc2ccccc12)c1cccs1	-1	15	-6	-11	1.7	i	-9	-1	8	-0.1
CCOc1ccc(C)cc1S(=O)(=O)Nc1ccc(Cl)cn1	2	12	0	-1	-1.4	i	-2	4	3	-0.5
OC(COc1ccc(Br)cc1)Cn1ccnc1 (stereo unspecified)	0	5	2	-2	-2.0	i	0	-3	11	0.2
CCCC(=O)Nc1ccc(C(=O)Nc2nc(CC(=O)OCC)cs2)cc1	4	-2	-3	2	-0.1	i	-6	0	-9	0.1
O=C(Nc1nnc(-c2ccncc2)o1)c1ccc2ccccc2c1	0	-17	2	1	-0.3	i	-13	5	-5	0.2
CCC(Sc1nc2ccc(N)cc2s1)C(=O)Nc1nccs1 (stereo unspecified)	0	8	-15	-2	0.0	i	-5	5	9	-0.5
CC(C)CCNC(=O)C(NS(=O)(=O)c1ccc2c(c1)c(=O)n(C)c(=O)n2C)c1ccccc1 (stereo unspecified)	0	13	0	4	-1.1	i	-15	10	13	-0.1
Cc1[nH]c(=O)[nH]c(=O)c1S(=O)(=O)N1CCN(c2cccc(Cl)c2)CC1	2	-29	1	2	-1.8	i	-7	2	8	-0.9
CCOC(=O)c1ccc(N2C(=O)C3C(C2=O)C(C(=O)c2ccc(Cl)cc2)N2CCCC32)cc1 (stereo unspecified)	-3	10	-6	-1	-1.2	i	39	28	-68	-0.5
CCCCCC(O)(CCN1CCCCC1)c1ccc(OCC)cc1 (stereo unspecified)	1	-2	3	3	-1.1	i	-3	-7	1	-0.1
Cc1c(C(=O)NCCSCc2c(F)cccc2Cl)cnn1-c1ccc(Cl)cc1	0	-5	-5	0	4.2	i	-7	-8	12	0.5
C[C@H]1CN(S(=O)(=O)c2ccc3c(c2)OCCO3)CCN1S(=O)(=O)c1c(F)cccc1F	0	3	-1	-2	2.6	i	-9	-9	1	-0.2
CCOc1ccc(Br)cc1S(=O)(=O)NC1CCCC1	1	7	4	0	-1.0	i	-6	-6	-3	-0.1

Four entries from above, set out differently.
smiles | STEP block | SKN-1 inh | DNMT1 inh | SUMO1 PPI mod | LMPTP block | Neddylation inh | Scp-1 inhibitor | NadD block | CendR NRP1 mod | Tb MetRS inh
C/C(=N/NC(=O)Cc1cccc2ccccc12)c1cccs1 | -1 | 15 | -6 | -11 | 1.7 | i | -9 | -1 | 8 | -0.1
C[C@H]1CN(S(=O)(=O)c2ccc3c(c2)OCCO3)CCN1S(=O)(=O)c1c(F)cccc1F | 0 | 3 | -1 | -2 | 2.6 | i | -9 | -9 | 1 | -0.2
CCC(Sc1nc2ccc(N)cc2s1)C(=O)Nc1nccs1 (stereo unspecified) | 0 | 8 | -15 | -2 | 0.0 | i | -5 | 5 | 9 | -0.5
CCOc1ccc(Br)cc1S(=O)(=O)NC1CCCC1 | 1 | 7 | 4 | 0 | -1.0 | i | -6 | -6 | -3 | -0.1

4 of the compounds above, with bars between the fields:
compound | STEP block | SKN-1 inh | DNMT1 inh | SUMO1 PPI mod | LMPTP block | Neddylation inh | Scp-1 inhibitor | NadD block | CendR NRP1 mod | Tb MetRS inh
CCOc1ccc(CCNC(=O)COC(=O)c2cccc(N(C)C)c2)cc1OCC | 3 | 5 | -1 | -6 | 0.9 | + | 0 | -2 | 2 | -0.6
COc1ccc(N2CCN(C(=O)CCCSc3nc4ccccc4[nH]3)CC2)cc1 | -1 | -10 | 0 | -3 | 0.3 | i | -6 | -5 | -4 | 6.6*
O=c1c2c(n3nnnc3n1Cc1ccccc1)-c1ccccc1CC21CCCC1 | 3 | 5 | 1 | -7 | 2.1 | nt | -3 | 3 | -6 | -0.1
OC(COc1ccc(Br)cc1)Cn1ccnc1 (stereo unspecified) | 0 | 5 | 2 | -2 | -2.0 | i | 0 | -3 | 11 | 0.2
